High-throughput results: PubChem BioAssay, several laboratories
NOD2 RIPK2 PPI – inhibitors of human NOD2-RIPK2 interaction | AID 624267 | 0.38% of 360,000 active | O43353 | CHO BLA complementation NOD2-RIPK2, CCF4 ratio | inhibition, % at 4.98 µM; in the data active means inhibition above about 21%;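 further: 0% = vehicle only and 100% = reference blocker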
Target sequence (O43353 whole entry, looked up): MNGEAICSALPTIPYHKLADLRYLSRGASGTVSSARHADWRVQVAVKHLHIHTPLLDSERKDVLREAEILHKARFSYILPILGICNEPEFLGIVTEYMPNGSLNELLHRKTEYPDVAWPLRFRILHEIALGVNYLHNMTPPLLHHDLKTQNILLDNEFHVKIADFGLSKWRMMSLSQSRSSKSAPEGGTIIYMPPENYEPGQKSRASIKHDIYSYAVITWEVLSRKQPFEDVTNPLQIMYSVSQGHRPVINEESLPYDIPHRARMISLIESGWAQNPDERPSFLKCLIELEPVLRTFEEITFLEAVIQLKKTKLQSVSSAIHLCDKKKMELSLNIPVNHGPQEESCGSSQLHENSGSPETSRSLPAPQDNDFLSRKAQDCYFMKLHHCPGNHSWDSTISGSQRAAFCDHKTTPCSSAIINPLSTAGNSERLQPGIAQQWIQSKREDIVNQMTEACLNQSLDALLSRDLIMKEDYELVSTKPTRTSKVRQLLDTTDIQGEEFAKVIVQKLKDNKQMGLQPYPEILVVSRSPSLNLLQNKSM
N-glyco inh – N-linked glycosylation inhibition; 0.23% of 360,000 active; D54 ERlucT glycosylation luciferase reporter, 24 h; percent of 100 nM tunicamycin response; reporter increase, % at 12.5 µM;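 active means mean luciferase reporter signal, scaled so untreated is 0 and the glycosylation-blocking control 100, at or above a set limit in every replicate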;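 further: luciferase carries N-glycosylation sites so blocking glycosylation raises the light; 0% = median of neutral control wells and 100% = median of 100 nM tunicamycin wells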
ABHD5 PLIN5 PPI – ABHD5-PLIN5 protein interaction inhibition; 0.78% of 360,000 active; AID 602281; Q00G26+Q8WTS1; Split G. princeps luciferase complementation, luminescence, 4 h; inhibition, % at 4 µM;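 active means inhibition above the mean inhibition across every tested compound plus 3 SD, cut at about 22% in these data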;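 further: 0% = DMSO only wells and the 100% control is not disclosed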
TLR9-MyD88 inh – TLR9-MyD88 interaction inhibition; Q9NR96+Q99836; CHO BLA complementation TLR9-MyD88, CCF4 FRET ratio; inhibition, % at 4.98 µM; 0.21% of 340,000 active;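 active means inhibition above the mean over all tested compounds plus 3 SD, cut at about 21% in these data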;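 further: 0% = DMSO only wells and 100% = clavulanate BLA inhibitor control wells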
MC4R antagonist – human MC4R antagonism in cAMP assay; inhibition, % at 6.5 µM; MC4R-expressing cells, MTII-stimulated cAMP, LANCE TR-FRET; AID 540295; 0.48% of 360,000 active;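 active means inhibition above its plate's cutoff, the mean of tested wells on that plate plus 3 SD, cut at about 29% in these data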;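 further: 0% = Melanotan II alone and 100% = Melanotan II plus saturating MCL0020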
Target sequence (P32245 whole entry, looked up): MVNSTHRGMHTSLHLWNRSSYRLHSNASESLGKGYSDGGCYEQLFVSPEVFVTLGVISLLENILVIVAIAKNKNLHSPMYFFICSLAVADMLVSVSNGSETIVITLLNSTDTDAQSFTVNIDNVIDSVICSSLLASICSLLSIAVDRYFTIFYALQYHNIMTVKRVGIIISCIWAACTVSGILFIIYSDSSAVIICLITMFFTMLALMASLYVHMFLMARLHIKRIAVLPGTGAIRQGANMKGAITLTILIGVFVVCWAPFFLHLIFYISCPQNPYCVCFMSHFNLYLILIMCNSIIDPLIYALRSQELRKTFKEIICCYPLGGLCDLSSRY
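material = U2OS cells stably expressing human melanocortin 4 receptor (MC4R) | also added = Melanotan II challenge | dosing = single nominal compound dose of 6.5 µM | detection = TR-FRET with Eu-cAMP and labeled anti-cAMP, 671 nm | replication = singlicate | timing = compound 30 min, challenge 1 h, detection 1 h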
aDG glyco act – alpha-DG glycosylation activation. activation, % at 10 µM. AID 624168. 0.22% of 360,000 active. Pro5-aDG cells, alpha-DG glycosylation AlphaScreen (IIH6); 0% Pro5, 100% B10-LARGE cell signal;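 active means activation of at least 8% versus controls, or a plate z-score of at least 8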;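 further: Pro5 are CHO cells carrying HIG-tagged alpha-DG that lacks glycosylation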
Vif imaging – inhibitors of HIV Vif; AID 602346; 0.35% of 340,000 active; HEK293T cells, Vif self-association by quenched fluorescence, imaging, 24 h; inhibition, % at 7.49 µM; in the data active means inhibition above about 50%, passing the limit was not always enough; further: some results filed as inactive read as strong as hits
ABCB6 inh MLPCN – inhibitors of human ABC transporter ABCB6. Q9NP58. K562-ABCB6 porphyrin accumulation, flow cytometry, 1 h; hits give low values. fluorescence ratio to DMSO, % at 10 µM. 0.19% of 360,000 active. AID 602162;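 active means fluorescence ratio to DMSO below 75%, the collection mean minus 3 SD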;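 further: signal is porphyrin accumulated inside mitochondria; 100% equals median channel fluorescence of DMSO control wells; lower ratio means ABCB6 inhibition with less porphyrin fluorescence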
MC4R ag barr – agonists of human melanocortin 4 receptor (MC4R) beta-arrestin. P32245. activation, % at 8.9 µM. 0.98% of 360,000 active. AID 540308. U2OS MC4R beta-arrestin complementation, luminescence; percent of melanotan II response, DMSO zero;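 active means activation above a per-plate cutoff, the mean activation of sample wells on that plate plus 3 SD, cut at about 8% in these data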
Granule exo inh – blocks lytic granule exocytosis; TALL-104 LAMP-1 surface exposure, flow cytometry; cells stimulated with thapsigargin and PMA; inhibition, % at 10 µM; 0.66% of 360,000 active; AID 651702;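 active means inhibition above about 55%, limit read from the data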
* marks the source's active call; other numbers are inactive results; i = inactive; x = no result given. Only part of the results is shown. The share of hits here may be higher or lower than overall.

Start of the data: the first 9 compounds as a preview:
SMILES	NOD2 RIPK2 PPI	N-glyco inh	ABHD5 PLIN5 PPI	TLR9-MyD88 inh	MC4R antagonist	aDG glyco act	Vif imaging	ABCB6 inh MLPCN	MC4R ag barr	Granule exo inh
O=C(CCC(=O)N/N=C/c1c[nH]c2ccccc12)NCc1ccccc1	-4.4	4.6	6.5	12.2	7.9	0.0	-0.9	96.0	-3.0	-6.5
C/C(=N\NC(=O)Cc1ccc(Cl)cc1)c1cccc(NC(=O)c2cccnc2)c1	-0.5	-0.3	-3.7	-2.4	-3.2	-0.2	23.6	95.0	-0.9	-2.6
c1ccc2c(Nc3ccc4c(c3)OCCO4)c3c(nc2c1)CCC3	-0.2	6.9	-1.9	3.6	-4.3	0.9	-3.1	89.0	-2.2	-2.1
CCc1ccc(N2C=C(C(=O)OC)C(c3ccc(OC)cc3)C(C#N)=C2N)cc1 (configuration not stated)	-1.6	x	-3.3	x	x	-0.2	x	x	x	2.4
CCOC(=O)c1ccc(NC(=O)C(=O)NCc2ccco2)cc1	4.3	-0.2	-5.5	7.8	-0.1	-0.3	6.1	93.0	0.9	-7.1
Cc1cccc(OCC(=O)N(Cc2ccc(F)cc2)C2CCS(=O)(=O)C2)c1C (configuration not stated)	8.6	-0.5	-4.3	1.3	7.8	0.4	0.6	97.0	-2.7	-1.5
O=C(c1cc(-c2cccc(Cl)c2)on1)N1CCc2ccccc2C1	3.6	1.6	8.8	1.1	-2.7	0.0	-0.5	87.0	0.8	-3.0
CN(C)c1ccc(-c2csc(C(O)c3ccc(F)cc3)n2)cc1 (configuration not stated)	-1.9	-0.5	-4.3	x	2.6	-0.2	-3.7	98.0	-1.2	-4.8
Cc1ccc(CS(=O)(=O)CCC(=O)N2CCOCC2)cc1	-18.5	0.1	-1.7	7.5	14.8	-0.3	-3.5	96.0	-1.6	10.7

Main list, from the start:
SMILES	NOD2 RIPK2 PPI	N-glyco inh	ABHD5 PLIN5 PPI	TLR9-MyD88 inh	MC4R antagonist	aDG glyco act	Vif imaging	ABCB6 inh MLPCN	MC4R ag barr	Granule exo inh
O=C(CCC(=O)N/N=C/c1c[nH]c2ccccc12)NCc1ccccc1	-4.4	4.6	6.5	12.2	7.9	0.0	-0.9	96.0	-3.0	-6.5
C/C(=N\NC(=O)Cc1ccc(Cl)cc1)c1cccc(NC(=O)c2cccnc2)c1	-0.5	-0.3	-3.7	-2.4	-3.2	-0.2	23.6	95.0	-0.9	-2.6
c1ccc2c(Nc3ccc4c(c3)OCCO4)c3c(nc2c1)CCC3	-0.2	6.9	-1.9	3.6	-4.3	0.9	-3.1	89.0	-2.2	-2.1
CCc1ccc(N2C=C(C(=O)OC)C(c3ccc(OC)cc3)C(C#N)=C2N)cc1 (configuration not stated)	-1.6	x	-3.3	x	x	-0.2	x	x	x	2.4
CCOC(=O)c1ccc(NC(=O)C(=O)NCc2ccco2)cc1	4.3	-0.2	-5.5	7.8	-0.1	-0.3	6.1	93.0	0.9	-7.1
Cc1cccc(OCC(=O)N(Cc2ccc(F)cc2)C2CCS(=O)(=O)C2)c1C (configuration not stated)	8.6	-0.5	-4.3	1.3	7.8	0.4	0.6	97.0	-2.7	-1.5
O=C(c1cc(-c2cccc(Cl)c2)on1)N1CCc2ccccc2C1	3.6	1.6	8.8	1.1	-2.7	0.0	-0.5	87.0	0.8	-3.0
CN(C)c1ccc(-c2csc(C(O)c3ccc(F)cc3)n2)cc1 (configuration not stated)	-1.9	-0.5	-4.3	x	2.6	-0.2	-3.7	98.0	-1.2	-4.8
Cc1ccc(CS(=O)(=O)CCC(=O)N2CCOCC2)cc1	-18.5	0.1	-1.7	7.5	14.8	-0.3	-3.5	96.0	-1.6	10.7
COc1ccc(C(CNc2ncnc3sccc23)N(C)C)cc1OC (configuration not stated)	2.8	-1.8	7.2	1.3	-5.4	0.5	-44.5	100.0	-1.1	-2.0
C[C@H]1CN([C@@H](C)CO)C(=O)c2cc(NC(=O)NC3CCCCC3)ccc2O[C@H]1CN(C)C(=O)Nc1ccc(C(F)(F)F)cc1	-4.2	-0.5	-4.2	-4.8	11.3	0.6	-0.1	103.0	-0.9	6.5
COc1cc(SC)ccc1C(=O)NCCc1c[nH]c2ccccc12	7.2	0.9	0.3	5.2	-1.3	0.4	-6.1	93.0	-0.5	62.5*
COC(=O)C[C@H]1C[C@@H]2c3cc(N(C)C)ccc3O[C@@H]2[C@H](CO)O1	-10.1	0.8	0.7	-2.4	13.0	0.2	1.6	100.0	-1.5	-3.5
CN(CC1COc2ccccc2O1)C(=O)CSc1ncccn1 (configuration not stated)	-1.3	-1.6	-0.2	-2.2	1.3	0.1	6.5	89.0	-0.6	-2.2
Cc1onc(-c2ccccc2)c1C(=O)Nc1cccc(S(=O)(=O)N2CCCCC2)c1	-16.3	-4.3	3.4	-1.5	4.9	0.8	-11.3	97.0	-1.8	5.7
CC(C)(C)NC[C@@H](O)COc1cccc2c1CCCC2=O	-16.2	1.1	-4.7	-0.5	-3.2	-0.1	-1.2	96.0	-0.9	0.0
COc1ccc2[nH]cc(CCNC(=O)C3CCCNC3=O)c2c1 (configuration not stated)	-7.9	0.8	5.2	2.7	0.9	0.4	-5.0	102.0	0.5	-8.8
O=S1(=O)CC(N2CCC(c3ccccc3)CC2)CN1Cc1ccc(F)cc1 (configuration not stated)	5.5	-1.7	0.3	x	x	-0.1	x	104.0	x	2.6
COc1ccc2oc(C(=O)Nc3nc(C)cs3)c(C)c2c1	-1.7	-10.5	6.5	-9.1	-0.8	0.0	20.4	97.0	2.0	1.4
CCOc1ccc(Nc2ccc(C(=O)O)cc2[N+](=O)[O-])cc1	2.7	0.8	9.4	-8.0	0.4	0.1	-1.8	100.0	-2.4	10.5
CCc1ccc(/C=C/C(=O)c2c(C)cc(C)[nH]c2=O)cc1	1.4	2.4	29.1*	-6.0	7.0	-0.1	x	95.0	-0.1	0.6
CCCn1c(CC)nc([N+](=O)[O-])c1S(=O)(=O)c1ccccc1	2.9	8.4	41.5*	-12.0	8.3	-0.5	2.5	110.0	-0.9	0.1
CCOC(=O)C1C2C=CC(CC2)N1c1ccccc1 (configuration not stated)	-2.1	2.7	-5.0	-6.3	8.9	-0.2	0.0	102.0	0.4	-1.6
N#C/C(=C/C1=C(N2CCOCC2)C(=C/c2ccccc2)/CC1)C(=O)Nc1ccccc1F	4.8	-9.1	10.5	4.1	8.8	-0.4	13.6	i	0.0	0.3
CC1CC(C)CN(C(=O)COC(=O)c2c[nH]c3ccccc23)C1 (configuration not stated)	-2.9	-0.4	3.0	-4.7	0.2	-0.2	-5.4	105.0	-0.5	4.4
SMILES	NOD2 RIPK2 PPI	N-glyco inh	ABHD5 PLIN5 PPI	TLR9-MyD88 inh	MC4R antagonist	aDG glyco act	Vif imaging	ABCB6 inh MLPCN	MC4R ag barr	Granule exo inh
O=C(c1cn(-c2ccccc2)nc1-c1cccs1)N1CCN(c2ccccc2)CC1	-7.1	19.2	-0.5	6.6	11.5	-0.2	7.9	98.0	-1.6	-4.2
CCOC(=O)C1CCCN(CC(=O)Nc2cc(C)cc(C)c2)C1 (configuration not stated)	-9.6	-1.5	1.7	-10.9	12.3	0.0	-1.0	104.0	-2.6	-6.3
Cc1ccc(S(=O)(=O)C(C#N)c2nc3ccccc3nc2N2CCCC2)cc1 (configuration not stated)	9.0	2.7	-9.9	0.4	1.2	-0.3	-6.6	307.0	-0.1	1.5
Cc1cc(/C=C(\C#N)C(=O)N2CCOCC2)c(C)n1C1CCCC1	-8.5	-19.4	5.5	-0.9	-4.0	0.3	11.7	97.0	-0.8	1.4
CCC1CCCCN1S(=O)(=O)c1ccc2[nH]c(=O)ccc2c1 (configuration not stated)	6.4	0.9	11.4	2.5	5.7	-0.1	-2.0	98.0	-0.5	4.1
C=C(C)CNC(=S)NNC(=O)c1cc(C)oc1C	-9.7	4.0	-6.5	-2.4	12.4	0.1	-2.1	103.0	-0.4	5.2
O=[N+]([O-])c1ccccc1O[C@@H]1O[C@H](CO)[C@H](O)[C@H](O)[C@H]1O	-9.4	0.2	9.8	-6.0	4.5	0.1	0.3	98.0	-1.0	5.0
CCCN(CC(=O)Nc1ccc(NC(C)=O)cc1)CC(=O)Nc1ccc(F)c(F)c1F	4.9	-0.3	-11.3	-4.5	16.6	-0.1	0.2	171.0	0.0	4.0
COc1ccc(-n2cc3ccc([N+](=O)[O-])cc3n2)cc1	-1.6	-12.0	4.2	-1.6	2.2	0.0	-3.5	91.0	4.8	18.5
CC1(C(=O)NS(=O)(=O)c2ccc(Cl)cc2)CCN1C(=O)Cc1ccc(Cl)cc1Cl (configuration not stated)	-5.6	1.7	1.5	x	2.3	-0.1	12.6	98.0	0.1	5.5
COc1ccc(/C=N/N2C(C)CCCC2C)cc1OC (configuration not stated)	-5.1	0.6	-6.9	-1.2	3.5	0.0	7.6	105.0	1.0	-9.1
COCCn1nnnc1C(c1cccs1)N1CCN(c2cc(C)ccc2C)CC1 (configuration not stated)	2.9	-2.7	-3.9	4.8	1.4	0.0	-2.0	91.0	0.9	-3.3
Cc1cc(C(=O)COc2cccnc2[N+](=O)[O-])c(C)n1-c1ccccc1F	-1.9	-12.7	-6.1	8.4	0.0	0.2	-24.9	96.0	-2.2	-2.3
O=C(NCc1ccc2c(c1)OCO2)c1cnc2n(c1=O)CCS2	-23.5	1.2	-0.2	-1.5	1.1	0.1	5.7	102.0	1.5	-3.9
NC(=O)c1c(NC(=O)CN2CCN(S(=O)(=O)c3ccccc3)CC2)sc2c1CCC2	-0.2	-3.4	3.8	-1.6	11.2	0.0	-3.3	96.0	-1.3	-0.3
FC(F)(F)C1CCCN(c2nsc3ccccc23)C1 (configuration not stated)	31.0*	2.6	28.5*	14.2	-1.9	-0.2	13.5	102.0	-3.3	-23.3
COc1cc2cc(CN(Cc3cccs3)C(=S)Nc3ccc(C)cc3)c(=O)[nH]c2cc1OC	1.8	-13.0	-10.0	3.3	1.1	-0.2	-13.9	97.0	-2.6	-6.4
COc1ccccc1NC(=S)N1CCN(C(=O)C2CCCO2)CC1 (configuration not stated)	1.8	1.5	3.4	9.4	-1.9	-0.1	64.3*	101.0	4.4	0.6
O=C(CN1C(=O)NC2(CCCC2)C1=O)Nc1nc2ccc(F)cc2s1	0.1	0.4	-10.0	-5.2	6.0	0.1	-14.7	101.0	-2.8	0.7
COc1cccc(/C=N/n2cnc3ccccc32)c1OC	-4.0	-7.0	0.4	2.7	10.8	-0.3	-6.3	94.0	-0.6	-1.5
